Source: PubChem
STAT1 act: STAT1 signaling activators, primary screen, cell-based, HTS, luciferase reporter; NIH 3T3 STAT1-luciferase reporter, IFN-gamma, luminescence; 100% = IFN-gamma alone, no compound; activation (% of control), % at 5.5 µM; 200,000 compounds, 2.6% hits; AID 932, 2007;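 active = activation above the screen-wide mean activation plus 3 SD, cut at about 130% in these data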;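 note: raw ratio to IFN-gamma control signal so 100% means no change and 0% no light; values of inactives mirror those of a sister screen read the other way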
APP 5'UTR act: activators of APP 5'UTR luciferase reporter, primary screen, SH-SY5Y cells | 190,000 compounds, 1% hits | activation, % at 2 µM | SH-SY5Y APP 5'UTR luciferase reporter, luminescence; zero percent = DMSO vehicle wells;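 active = activation above a set limit, based on mean plus 3 SD of controls, cut at about 140% in these data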; note: values of inactives mirror those of a sister screen read the other way
G6PDH CS: L. mesenteroides G6PDH inhibitors, counter-screen for G6PDH-coupled screening assays, biochemical, Leuconostoc mesenteroides enzyme | Purified L. mesenteroides G6PDH, diaphorase/resazurin coupled fluorescence, 45 min | inhibition, % at 5 µM | 200,000 compounds, 0.12% hits; in the data active = inhibition above about 50%
FLuc stim CS: FLuc activators, initial screening, artefact control for FLuc-dependent activation tests, biochemical, ATPlite luminescence; ATPlite luciferase biochemical, 10 min; 0 = ATP-free wells, 1 = DMSO control; 200,000 tested, under 10 active; activation factor at 10 µM; AID 1027, 2008;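 active = luciferase activation factor, scaled between plate controls, of at least 2 with compound at 10 µM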
Target sequence (P08659 whole entry, looked up): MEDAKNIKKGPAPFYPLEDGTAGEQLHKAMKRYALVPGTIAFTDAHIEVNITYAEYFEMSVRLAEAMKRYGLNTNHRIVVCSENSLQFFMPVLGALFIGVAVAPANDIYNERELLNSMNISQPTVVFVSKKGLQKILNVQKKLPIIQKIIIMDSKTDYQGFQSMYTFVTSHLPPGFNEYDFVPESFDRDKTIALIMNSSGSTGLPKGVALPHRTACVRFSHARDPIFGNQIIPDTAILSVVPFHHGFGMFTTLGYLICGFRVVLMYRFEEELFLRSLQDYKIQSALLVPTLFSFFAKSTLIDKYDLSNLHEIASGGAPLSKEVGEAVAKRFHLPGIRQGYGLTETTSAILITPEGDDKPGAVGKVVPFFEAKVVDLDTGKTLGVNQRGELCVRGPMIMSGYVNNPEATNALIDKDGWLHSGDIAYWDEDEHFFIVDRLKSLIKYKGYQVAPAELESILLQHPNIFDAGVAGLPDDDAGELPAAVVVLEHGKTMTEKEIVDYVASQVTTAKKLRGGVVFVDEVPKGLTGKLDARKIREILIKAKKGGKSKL
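System: cell-free luciferase reagent; medium: PBS as buffer for the ATP substrate; doses: test compounds dosed from 2 mM stocks in 100% DMSO; incubation: 10 min, room temperature; measured by: luminescence from luciferase reaction; read-out: luciferase activation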
NF-kB neuron act: activators of NF-kB expression in neurons, primary screen, cell-based, HTS. human neuronal cells, NF-kB reporter expression; active compounds read high. fold change at 12.5 µM. 190,000 compounds, 1.6% hits; in the data active = fold change above about 3.3
Hsp70 activator: Hsp70 transcriptional activators, primary screen, cell-based, HeLa, Hsp70 promoter luciferase, luminescence, 10 µM; HeLa Hsp70 promoter luciferase reporter; scaled: vehicle 0, proteasome-inhibitor control 100%; activation, % at 10 µM; 200,000 compounds, 0.04% hits;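 active = activation above the mean across all tested compounds plus 3 SD, cutoff set per campaign, cut at about 5.5% in these data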;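 note: 100% = MG132 at 30 µM as the positive control and 0% = DMSO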
FLuc inh counter: firefly luciferase enzyme inhibitors, primary screen, artefact control for luciferase-based inhibitor screens, biochemical, luminescence, ATPLite; 10 min; inhibition, % at 10 µM; 200,000 compounds, 1.5% hits;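 active = inhibition above about 50% when tested at 10 µM, limit read from the data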
Efa HMGR inh: inhibitors of E. faecalis class II HMGR, primary screen, biochemical, Enterococcus faecalis | purified E. faecalis HMGR, NADPH absorbance 340 nm kinetic | inhibition, % at 10 µM | 190,000 compounds, 0.41% hits | AID 1066, 2008;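 active = inhibition above a set limit, the median over all tested compounds plus 3 SD, cut at about 9.5% in these data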;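 note: enzyme runs in reverse so mevalonate oxidation gives rising NADPH absorbance; 0% = complete reaction with DMSO and 100% = background rate lacking mevalonate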
APP 5UTR inh: inhibitors of APP translation via 5'UTR reporter, primary screen, APP 5'UTR luciferase, SH-SY5Y cells | 190,000 compounds, 0.82% hits | SH-SY5Y APP 5'UTR-luciferase reporter, luminescence | inhibition, % at 2 µM;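 active = inhibition above a set limit, derived from the sample mean plus 3 SD, cut at about 45% in these data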; note: values of inactives mirror those of a sister screen read the other way
Redox H2O2 prof: compounds producing H2O2 with reducing agent – biochemical, NIH compound library profiling, artefact control for MLSCN library redox annotation, primary screen | DTT-dependent redox cycling H2O2, phenol red/HRP absorbance; 100% = 100 µM peroxide control, 0% = buffer | activation, % at 10 µM | 200,000 compounds, 0.03% hits;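 active = activation of at least 50% relative to the plate's high and low controls in the primary single-dose screen; inactive = activation below 50%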;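 note: compound incubated with DTT at 0.8 mM final as the reducing agent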
The depositor's hits bear a star; . = no result given.

SMILES	STAT1 act	APP 5'UTR act	G6PDH CS	FLuc stim CS	NF-kB neuron act	Hsp70 activator	FLuc inh counter	Efa HMGR inh	APP 5UTR inh	Redox H2O2 prof
CCn1cc([N+](=O)[O-])c(C(=O)Nc2ccc3c(c2)OCCO3)n1	116	61	-1	0.4	1.6	0.0	56*	.	-61	-8.0
COc1cccc(S(=O)(=O)NCc2ccc3c(c2)OCO3)c1	99	-9	3	1	1	-0.1	1	-3	9	0.0
CC(=O)N1CCN(C(C)=O)C1c1ccccc1	100	-11	-4	1	1.1	-0.3	-4	0	11	1.0
CCCc1nc2ccccc2c(C(=O)OCc2nnc(-c3cc(OC)c(OC)c(OC)c3)o2)c1CC	87	-16	-1	1.1	0.5	0.2	-7	-1	16	3.1
CCn1c(C)cc(C)c(C#N)c1=O	104	-3	-3	1	1.2	-0.2	-4	4	3	1.9
CC(C)Sc1nc(-c2cccs2)nc2c1c(=O)n(C)c(=O)n2C	96	-5	-3	1	1	0.3	-3	-2	5	-0.1
CCOC(=O)c1csc(NC(=O)c2ccc(C#N)cc2)n1	111	-11	4	1	1.3	-0.3	-4	-2	11	-1.9
COc1ccc(NC(=O)CSc2ccc3c4c(cccc24)C(=O)c2ccccc2-3)cc1	106	17	-3	1	1.1	-0.4	-4	2	-17	2.1
CCOC(=O)CS(=O)(=O)c1ccccc1	104	11	-6	1	1.1	-0.2	-3	4	-11	-7.9
CS(=O)(=O)N1CCC(C(=O)Nc2ccccc2Sc2ccccc2)CC1	100	-14	-13	1.1	1	-0.3	-9	-2	14	3.0
CCN1C(=O)CSc2ccc(C(=O)NCc3ccccc3OC)cc21	103	0	7	0.9	0.97	0.1	7	-6	0	0.6
CCOC(=O)c1nc2sc3c(c2c(=O)[nH]1)CCCC3	108	7	-24	0.9	1.1	0.1	13	-1	-7	3.9
Nc1nc(Nc2ccccc2)nc(N2CCOCC2)c1[N+](=O)[O-]	105	-58	6	1	0.94	-0.4	-3	-1	58*	0.8
COc1cccc(-c2nc(CS(=O)(=O)CC(=O)Nc3cc(C)ccc3C)c(C)o2)c1	94	-8	-35	1	1.1	-0.2	-4	1	8	-0.3
Cc1ccc(-n2ncc3c(=O)[nH]c(SCC(=O)N4CCCC4)nc32)cc1C	104	-7	10	1	1.1	0.1	1	-6	7	0.5
OC(COc1ccc2cc(Br)ccc2c1)CN1CCN(c2ccccn2)CC1 (configuration not stated)	108	-7	-80	0.9	1.1	-0.2	5	3	6	2.2
COc1ccc(-c2nc3ccccc3c(=O)n2CCCN2CCOCC2)cc1	92	12	3	1	1.2	-0.2	-4	-4	-12	0.5
COc1ccc(C(C(=O)NCC2CCCO2)N(C(=O)CNC(=O)c2cccs2)c2ccc(C)cc2)cc1OC (configuration not stated)	98	-15	14	1.1	0.95	0.6	-8	6	15	0.5
O=C(NCCc1ccccn1)C(F)(F)C(F)(F)C(F)(F)C(F)(F)C(F)(F)C(F)F	91	-7	15	1	1.9	-0.2	-3	0	7	-0.4
Cc1ccc(CNC(=O)CCC2CCCN(Cc3cccc4cccnc34)C2)o1 (configuration not stated)	102	-24	0	1	1.2	-0.1	-3	6	24	-1.7
O=C(Nc1ccc(OCc2ccccc2)cc1)c1ccccc1	122	99	6	1.1	1.4	0.2	-6	0	-99	-0.2
Cc1n[nH]c(C)c1CCC(=O)N/N=C/C=C/c1ccccc1	92	-1	-5	1	0.88	0.0	-4	4	1	0.1
CNC(=O)NC(=S)NC(=O)c1ccccc1Cl	105	8	5	1	1.1	-0.3	-3	8	-8	0.0
CCCC(c1nnnn1C(C)(C)C)N1CCN(c2ccccc2)CC1 (configuration not stated)	99	-1	7	1	0.95	-0.4	-1	-3	1	-0.3
CCN(CC)S(=O)(=O)c1ccc(C(=O)Nc2ccc(OCC(=O)N3CCOCC3)cc2)cc1	101	3	6	0.9	1.1	0.0	10	-10	-4	-3.4
(listing goes on)
SMILES	STAT1 act	APP 5'UTR act	G6PDH CS	FLuc stim CS	NF-kB neuron act	Hsp70 activator	FLuc inh counter	Efa HMGR inh	APP 5UTR inh	Redox H2O2 prof
Cc1nc(-c2ccccc2)nc2[nH]c(-c3ccccc3)cc(=O)c12	112	-3	-7	1	0.84	-0.3	2	-6	3	0.2
CCC(=O)Oc1ccc(C(=O)Nc2ccc3c(c2)C(=O)N(C2CCCCC2)C3=O)cc1	100	0	2	1	1.1	-0.5	-2	-5	0	0.0
CCCCCCC(=O)N/N=C1\CCCc2ccccc21	91	-13	6	1.1	1.2	-0.2	-7	-1	13	-0.7
Cn1c2c(c3ccccc31)CC/C2=N\O	90	8	2	1	1.2	-0.5	-1	-2	-8	-1.4
CCS(=O)(=O)N1CCN(C2CCC(c3ccccc3)CC2)CC1 (configuration not stated)	105	-2	4	1.1	1	-0.2	-7	0	2	1.5
O=C(CCl)Nc1ccccc1Sc1ccccc1	96	-6	8	1	0.99	-0.3	-5	-1	6	0.1
O=C(Oc1c(CN2CCOCC2)cc(Cl)c2cccnc12)c1cccs1	104	-27	14	1	1.1	0.3	1	2	27	0.0
CCOc1cccc(C(=O)Nc2ccccc2N2CCN(C(=O)C(C)C)CC2)c1	100	-11	6	1	0.52	-0.2	3	0	11	-2.8
Cc1cc(NC(=O)CSc2nc(C(C)C)nc3sc4c(c23)CCC(C)C4)no1 (configuration not stated)	98	-6	8	1.1	1.3	-0.5	-8	-1	6	3.0
COc1ccc(OC(=O)c2cccnc2)cc1	101	.	-3	1	1.1	-0.4	1	0	.	-0.2
O=C(O)C1CCN(C(=O)c2ccco2)CC1	111	-12	2	1	0.91	-0.1	-2	0	12	-0.8
COC(=O)c1ccc(NC(=O)c2cc3sccc3n2C)cc1	123	32	9	0.9	1.6	0.4	11	4	-32	2.2
COc1ccc(C2C=C(c3ccc(Cl)cc3)Nc3nc(NC(C)=O)nn32)cc1 (configuration not stated)	102	11	3	1	1	-0.3	-4	-1	-11	-1.0
O=C(NNc1ncnc2c1cnn2-c1ccc(F)cc1)c1cccs1	96	17	6	1	1.4	-0.1	-3	0	-17	-0.3
COc1ccc(S(=O)(=O)Nc2cccc(F)c2C)cc1C(=O)N1CCOCC1	103	6	-1	1	1.1	-0.2	-4	-7	-6	12
CCOc1nc(-c2ccccc2O)nc2ccccc12	100	-10	-40	1	1.1	0.5	-1	0	10	0.5
O=C(NCCCn1ccnc1)C(=O)NCC(c1ccco1)N1CCN(c2ccc(F)cc2)CC1 (configuration not stated)	96	20	10	1.1	0.99	-0.2	-8	-2	-20	-0.2
N=c1n(CCO)c2ccccc2n1CCOc1ccc(Cl)cc1Cl	100	8	4	1.1	0.45	-0.3	-6	2	-8	-1.9
COC(=O)c1cn(NC(=O)/C=C/c2cccc(OC)c2OC)c(=O)c2ccccc12	107	1	1	1.1	1.3	-0.1	-6	1	-1	-0.1
COc1cc2c(cc1NC(=O)c1cc(-c3ccccn3)nc3ccccc13)oc1ccccc12	100	0	-10	1.1	0.36	-0.6	-5	-1	0	-0.2
Clc1ccc(C2=Nn3c(nnc3-c3cc(-c4ccccc4)n[nH]3)SC2)cc1	105	-3	-59	1	0.96	-0.2	1	-8	3	2.2
N#Cc1ccc(OCc2nnc(SCC(=O)c3ccccc3)n2-c2ccccc2)cc1	109	14	1	1.1	1.3	-0.3	-7	-2	-14	0.6
c1ccc(N2CCN(c3c4c(nc5ncnn35)CCC4)CC2)cc1	99	8	2	1	1	-0.2	-5	0	-8	1.1
Cc1nc2ccc(NC(=S)N3CCOCC3)cc2nc1C	104	12	7	1	.	0.0	-4	1	-12	-0.6
CCCC(C)C(=O)Nc1ccc(S(N)(=O)=O)cc1 (configuration not stated)	95	-1	14	1	1.1	-0.2	-4	-2	1	0.2
More records.
SMILES	STAT1 act	APP 5'UTR act	G6PDH CS	FLuc stim CS	NF-kB neuron act	Hsp70 activator	FLuc inh counter	Efa HMGR inh	APP 5UTR inh	Redox H2O2 prof
CCOC(=O)C(C)Oc1ncnc2cccc(F)c12 (configuration not stated)	101	13	8	1	1.1	-0.3	-4	2	-13	-1.9
CCOc1cc(/C=C\[N+](=O)[O-])ccc1OCC(=O)N1CCOCC1	103	-31	1	1.1	0.26	-0.1	-6	-2	31	-0.5
Cc1ccc(OCn2c(=O)sc3ccccc32)cc1	119	26	-4	1	1.6	0.1	-3	-2	-26	0.1
CCc1ccc(OC)c(S(=O)(=O)Nc2ccccc2C)c1	91	9	2	1.1	1.5	-0.2	-6	-4	-9	-0.1
O=c1cc2c(n[nH]1)CCCC2	102	-8	8	1	1.7	-0.3	-1	-5	8	7.5
O=C(c1ccccc1F)N1CCN(c2ccc([N+](=O)[O-])c(N3CCOCC3)c2)CC1	104	-10	15	0.1	0.97	0.0	90*	0	10	-0.8
C/C(=N\Nc1cc(-c2ccccc2)nc(-c2ccccc2)n1)c1ccc(O)c(C)c1	102	11	-14	1	0.56	-0.2	1	-1	-11	1.1
COc1ccc(NS(=O)(=O)c2c(C)[nH]c(=O)[nH]c2=O)c(OC)c1	92	-19	3	1.1	1.1	0.0	-10	-5	19	0.7
COc1ccc(/C=C/c2c([N+](=O)[O-])c(=O)n(C)c(=O)n2C)c(OC)c1	90	-5	8	1.1	1.7	0.0	-5	-5	5	-0.7
NS(=O)(=O)c1ccc(CNC(=S)NCc2ccc(Cl)cc2)cc1	94	19	13	1	0.91	-0.3	-3	1	-19	0.0
O=S(=O)(NCC1CCN(S(=O)(=O)c2ccccc2)CC1)c1ccccc1	98	4	3	1	0.98	-0.1	-4	-2	-4	2.3
COc1ccc(C(=O)c2cc3ccc(O)cc3oc2=O)cc1	87	9	5	1	0.62	0.3	-3	0	-9	0.5
CCOC(=O)c1c(C)[nH]c(C(=O)O)c1C	101	-20	2	1	1.8	0.0	-4	-3	20	-1.8
O=C(Nc1ccccc1C(F)(F)F)c1ccc(CN2CCC(Cc3ccccc3)CC2)cc1	95	-9	0	1.1	0.94	-0.3	-7	3	9	9.5
C/C(=N\O)C(C)(C)NC(=O)Nc1ccc(Cl)cc1	102	0	-6	1.1	1.1	0.0	-9	-5	0	2.9
Cc1cc(C)cc(C(=O)N2CC(C)OC(C)C2)c1 (configuration not stated)	97	3	4	1.1	1.3	-0.3	-7	-3	-3	-0.1

Entries from the list above that have a nitro group on carbon, in the order listed:
SMILES	STAT1 act	APP 5'UTR act	G6PDH CS	FLuc stim CS	NF-kB neuron act	Hsp70 activator	FLuc inh counter	Efa HMGR inh	APP 5UTR inh	Redox H2O2 prof
CCn1cc([N+](=O)[O-])c(C(=O)Nc2ccc3c(c2)OCCO3)n1	116	61	-1	0.4	1.6	0.0	56*	.	-61	-8.0
Nc1nc(Nc2ccccc2)nc(N2CCOCC2)c1[N+](=O)[O-]	105	-58	6	1	0.94	-0.4	-3	-1	58*	0.8
CCOc1cc(/C=C\[N+](=O)[O-])ccc1OCC(=O)N1CCOCC1	103	-31	1	1.1	0.26	-0.1	-6	-2	31	-0.5
O=C(c1ccccc1F)N1CCN(c2ccc([N+](=O)[O-])c(N3CCOCC3)c2)CC1	104	-10	15	0.1	0.97	0.0	90*	0	10	-0.8
COc1ccc(/C=C/c2c([N+](=O)[O-])c(=O)n(C)c(=O)n2C)c(OC)c1	90	-5	8	1.1	1.7	0.0	-5	-5	5	-0.7
